Compound activity (PubChem BioAssay)
Rv3671c protease: inhibits the M. tuberculosis serine protease Rv3671c. P9WHR9. inhibition, % at 5.96 µM. hit rate 0.048% among 320,000. AID 2606; in the data active means inhibition above about 38%;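 further: extracellular domain of Rv3671c used as enzyme; 0% = enzyme with DMSO and 100% = no enzyme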
Target sequence (P9WHR9 whole entry, looked up, the tested form may be a part): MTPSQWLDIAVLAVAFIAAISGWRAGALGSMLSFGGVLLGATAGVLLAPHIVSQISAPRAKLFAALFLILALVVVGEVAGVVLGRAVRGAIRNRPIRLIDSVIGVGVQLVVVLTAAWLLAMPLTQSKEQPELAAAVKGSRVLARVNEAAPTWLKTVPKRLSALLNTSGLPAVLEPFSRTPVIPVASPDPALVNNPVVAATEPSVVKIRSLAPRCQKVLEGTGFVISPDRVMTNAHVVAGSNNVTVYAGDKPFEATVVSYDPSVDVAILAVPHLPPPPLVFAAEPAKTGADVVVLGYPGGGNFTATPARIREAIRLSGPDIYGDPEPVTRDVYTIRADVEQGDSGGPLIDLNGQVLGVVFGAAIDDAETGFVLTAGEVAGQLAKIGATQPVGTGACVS
SSB-PriA inh: inhibitors of Klebsiella pneumoniae PriA binding to SSB C-terminal tail. AlphaScreen SSBct-PriA binding, biotinylated peptide. inhibition, % at 33 µM. hit rate 0.6% among 430,000. AID 1272365; in the data active means inhibition mostly above about 37%, no sharp cut-off; inactive means mostly below about 20%;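 further: plate controls were negative control peptide for no effect and reference peptide for full effect; strong numbers were not always called active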
PrPC TRFRET: reduces human prion protein on the cell surface; P04156; cell surface PrPC, TR-FRET read-out; inhibition, % at 13.8 µM; hit rate 0.43% among 370,000; in the data active means inhibition above about 24%; further: 0% = median of the test wells and 100% = reference compound wells
Y pestis TopoI: Y. pestis Topo-I inhibition via cleavage products; activity, % at 10 µM; hit rate 0.064% among 360,000; AID 504884; Y. pestis Topo-I cleavage product accumulation, plate reader; in the data active means activity above about 50%, passing the limit was not always enough; further: inactives centre near 2
TcdB inh: blocks C. difficile toxin B glycohydrolase activity; P18177; TcdB glycohydrolase enzymatic assay, plate reader; inhibition, % at 9.99 µM; hit rate 0.24% among 350,000; AID 652162; in the data active means inhibition above about 10%
Vc quorum ag: inducers of Vibrio cholerae quorum light production without autoinducers; V. cholerae BH1578 lux reporter, luminescence, 6 h; activation, % at 18.7 µM; hit rate 0.16% among 350,000; in the data active means activation mostly above about 9.7%, no sharp cut-off; further: not every result past the cut was called active; inactives centre near 0; reference of the scale not given here
DUSP3 inh: DUSP3 (human) phosphatase inhibition | hit rate 0.52% among 290,000 | recombinant VHR phosphatase, pNPP absorbance | P51452 | inhibition, % at 13.3 µM; in the data active means inhibition above about 50%; further: some compounds called inactive have numbers as strong as hits
Target sequence (P51452 whole entry, looked up): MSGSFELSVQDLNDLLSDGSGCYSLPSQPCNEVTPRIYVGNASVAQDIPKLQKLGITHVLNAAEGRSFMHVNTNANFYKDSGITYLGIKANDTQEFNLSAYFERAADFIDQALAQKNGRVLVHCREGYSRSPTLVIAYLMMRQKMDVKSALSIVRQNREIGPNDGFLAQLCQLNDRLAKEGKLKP
CCHF vOTU inh: blocks the CCHF virus ovarian tumor domain protease; AID 651958; CCHFV vOTU protease, Pep-AMC fluorescence; hit rate 0.55% among 370,000; inhibition, % at 11.5 µM; in the data active means inhibition above about 30%; further: 0% = vehicle wells with enzyme and 100% = no enzyme wells
MazEF act: activators of E. coli MazEF toxin-antitoxin RNase; P0AE70; FAM/BHQ RNA-DNA oligo cleavage fluorescence, 5 h; activation, % at 20 µM; hit rate 0.32% among 350,000; AID 504720; in the data active means activation above about 50%
Target sequence (P0AE70 whole entry, looked up): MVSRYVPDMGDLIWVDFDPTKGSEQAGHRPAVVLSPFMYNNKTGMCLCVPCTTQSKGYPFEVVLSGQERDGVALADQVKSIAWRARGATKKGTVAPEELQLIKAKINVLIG
SARS 3CLpro inh: SARS-CoV 3CLpro protease inhibition | P0C6X7 | recombinant SARS-CoV 3CLpro, quenched FRET peptide cleavage | inhibition, % at 6 µM | hit rate 0.14% among 290,000; in the data active means inhibition above about 12%
An asterisk follows results filed as active; i = inactive; x = not tested or not shown.

Value order – PrPC TRFRET, DUSP3 inh, Vc quorum ag, Rv3671c protease, CCHF vOTU inh, Y pestis TopoI, SARS 3CLpro inh, TcdB inh, SSB-PriA inh, MazEF act
CC(=O)c1ccc(N2CCN(c3ccc(C(N)=O)cc3[N+](=O)[O-])CC2)cc1
 : -12.7, 10.6, i, 3.5, -1.6, 7.5, -0.6, 1.4, 0.0, -7.7
CC(C)NC(=O)c1ccccc1S(=O)(=O)c1ccccc1C#N
 : 12.6, 9.9, i, 1.8, -1.7, -5.1, 1.1, x, 0.3, 5.0
Cc1ccc(NC(=O)Cn2cc3c(n2)CCC(C)C3)cc1 (stereo unspecified)
 : 4.3, 6.6, -0.2, 3.3, 3.8, 4.6, 6.5, -1.2, -7.2, 9.1
CCOC(=O)c1ccc(NC(=O)COc2ccccc2OC)cc1
 : -4.7, 6.0, i, -8.7, -4.2, 9.1, 1.7, x, 0.1, 3.2
CC(C)(C)C(=O)C(CO)(Oc1ccc(Cl)cc1)n1cncn1 (stereo unspecified)
 : -3.0, 26.1, i, -1.7, 6.1, -10.2, 6.5, x, -30.3, -5.5
O=C(N/N=C/c1cccc(C(F)(F)F)c1)c1ccccc1O
 : 6.9, 12.9, i, -2.2, -10.4, -8.0, -3.3, -0.1, x, -1.1
Cc1[nH]nc(SCC(=O)NCc2ccc(F)cc2)c1[N+](=O)[O-]
 : 1.8, 25.6, -0.6, 4.3, 11.1, -4.7, -7.3, x, 7.0, -0.8
COc1cc(Cl)c([C@@H]2C[C@H]3CN(c4ccccc4)C(=O)[C@]34CCCN24)cc1OC
 : -4.0, 16.4, x, -1.8, -8.8, 19.6, -0.1, 1.0, 4.8, -1.3
O=C(N/N=C/c1ccc(OCc2ccccc2)cc1)c1cc[n+](Cc2ccccc2)cc1
 : -7.9, 13.6, -0.6, 4.3, 7.7, -9.8, -3.5, x, x, 27.9
Nc1nc(-c2ccc(Cl)cc2)cn1N
 : 2.7, 1.1, i, -2.0, 0.9, -6.7, 3.4, x, -10.0, -8.4
O=C(Cc1ccc(Cl)cc1)NC1CCCCCC1
 : 12.7, -3.2, i, 2.4, 7.3, -0.1, 0.9, -6.0, -12.9, -1.3
Cc1cc(-c2ccc(C)c(S(=O)(=O)NCCC(C)N3CCCCCC3)c2)on1 (stereo unspecified)
 : -3.9, 1.9, i, -3.7, -2.4, 7.7, -2.8, 0.5, 1.0, 8.0
Cc1ccc(OCCNc2ccc(S(=O)(=O)N3CCCC3)cn2)cc1
 : 2.0, x, 0.6, x, 2.5, 46.1, x, 1.6, -17.3, 3.2
COc1ccc2sc(/C=C/c3ccccc3O)[n+](C)c2c1
 : -15.4, 48.3, 0.2, x, 1.0, -25.4, 0.3, 5.2, 10.6, -650.0
Cc1nn(-c2ncccn2)c2c1C(=O)CC(C)(C)C2Br (stereo unspecified)
 : 1.9, x, -2.2, x, -8.7, -1.6, x, -1.4, -3.2, -6.3
CCCN1CCN(C(=O)CCS(=O)(=O)c2cc3c(cc2Cl)NC(=O)CO3)CC1
 : -4.5, 1.5, -0.3, 1.2, -0.6, 1.8, -4.2, 1.3, -10.9, 12.7
COC(=O)CN(c1ccc(OC)c(OC)c1)S(C)(=O)=O
 : 1.0, 13.4, i, 10.7, 11.8, 2.2, -2.3, x, -5.0, 6.0
Cc1cc(C)n(/C(=C\N(C)C)C(=O)c2cccc([N+](=O)[O-])c2)n1
 : 1.0, 34.2, -1.4, -4.1, -2.3, 4.2, -2.5, -0.4, -5.8, 1.4
CCCOc1ccc(N2C(=O)CC(N3CCN(CCN=CC4=C(O)CC(C)(C)CC4=O)CC3)C2=O)cc1 (stereo unspecified)
 : -0.8, 18.2, -1.1, 6.4, 14.3, 16.5, -1.4, 0.4, -2.7, -2.2
COc1ccc(CNC(=O)C2CC(c3cc(C(F)(F)F)cc(C(F)(F)F)c3)=NO2)cc1 (stereo unspecified)
 : 10.1, 26.3, -0.6, -6.5, -0.9, 10.6, x, x, -12.3, 6.5
O=C(COC(=O)COc1ccc(Cl)cc1)NCCCc1ccccc1
 : 0.0, x, -0.3, -3.5, -4.7, 13.4, x, 1.0, -8.9, -2.6
O=C(NC(=S)N1CCc2ccccc21)c1ccco1
 : 7.1, 43.7, -0.8, 8.6, 3.2, -3.9, -2.0, 0.3, -11.6, -11.9
Cc1cccc(NC(=O)CN2C(=O)C3CC=CCC3C2=O)c1C (stereo unspecified)
 : -1.6, x, -4.5, x, -16.7, 3.7, x, 0.1, x, 6.2
Cc1ccc(C)c(NS(=O)(=O)c2c(C)[nH]c(C)c2C(=O)N2CCCCC2)c1
 : 14.0, 5.3, -0.1, 0.9, 10.1, -6.0, 0.0, 0.2, -0.1, 6.0
CCSc1nc2c(c(=O)[nH]c(=O)n2C)n1CC(O)COc1ccccc1C (stereo unspecified)
 : 1.4, -16.6, i, 8.7, 6.9, 18.3, 3.1, x, -5.9, 13.0
N#C/C(=C\c1ccc(N2CCOCC2)o1)C(=O)Nc1ccc(O)cc1
 : -46.8, 10.6, i, 2.4, 26.6, -0.8, -3.5, 19.5*, 2.0, -729.5
O=C(NNc1c2ccccc2nc2ccccc12)c1ccccc1O
 : 0.6, 5.7, -0.2, 16.1, 6.9, -26.1, -6.5, 0.0, 48.9, 7.9
COc1ccc(OCc2nnc(SCC(=O)N3CCCC3)o2)cc1
 : -2.1, 21.4, i, -17.7, -16.1, -7.7, -1.2, 0.2, -22.7, 7.1
C/C(=N/NC(=O)CNC(=O)c1cccnc1)c1ccc(Cl)c(Cl)c1
 : -4.1, 6.9, i, 7.4, 7.2, 0.2, -1.3, 0.4, x, 0.8
CSc1nsc(SC)c1NC(=O)Nc1ccccc1C
 : -1.9, 1.1, -0.1, -8.9, -10.5, -4.8, 3.4, 1.1, 7.8, 6.2
COc1ccccc1Nc1nc2ccc(C)cc2cc1C#N
 : -6.6, 36.7, x, -9.8, -3.3, -0.1, -4.3, x, -16.1, 77.5*
CCOC(=O)N1CCN(C(=O)C2CCCN(c3ncnc4c3sc3cccc(F)c34)C2)CC1 (stereo unspecified)
 : -2.5, x, -0.4, x, -3.0, 19.8, x, 3.1, -4.2, 6.7
O=C(NCC1COc2ccccc2O1)Nc1ccccc1F (stereo unspecified)
 : 13.3, 24.9, -0.2, -4.0, 15.5, -2.1, 2.8, x, -1.2, 3.0
CN(C(=O)c1ccccc1NC(=O)C(F)(F)F)c1ccccc1
 : 4.5, 24.6, -0.1, 1.7, -16.8, 8.8, -5.0, x, -10.5, 8.2
Cn1cccc1Cc1nnc(SCC(=O)N2CCOCC2)n1-c1ccc(F)cc1
 : 1.4, 2.4, i, 10.3, -8.3, 10.0, 4.1, 1.2, 3.5, 4.8
CCOC(=O)c1sc2nc(-c3cccnc3)ccc2c1N
 : -4.6, -2.8, -3.6, 0.1, 10.6, 0.1, 2.4, 0.4, -18.5, 9.5
Cc1nc(-c2ccccc2)sc1C(N)=O
 : -7.6, 3.5, i, -4.8, 2.4, 0.6, -3.5, x, 1.6, 1.5
Cc1ccc(C(=O)N/C(=C\c2cccs2)c2nc3ccccc3[nH]2)cc1
 : 10.3, 7.6, -0.2, -9.0, 6.0, 4.7, 3.4, 0.4, 2.2, -9.8
COc1ccc2c(c1)CCc1c-2n[nH]c1C(=O)O
 : -5.8, 3.5, 0.5, -4.3, 0.6, -2.7, -1.9, x, -4.7, 12.2
Cc1snc(S(=O)(=O)Cc2ccccc2Cl)c1C#N
 : 0.4, 37.3, -5.9, 0.4, 2.6, 9.5, -12.3, x, -1.7, -3.2
COC(=O)C1=C(c2cc3ccccc3s2)C[C@@H]2CC[C@H]1N2C(=O)NCCCOC(C)C
 : 6.6, x, i, -5.4, 1.3, 24.5, x, 2.8, 1.9, -2.6
CN1CCCN(Cc2ccccc2C(F)(F)F)CC1
 : -5.1, 3.6, x, 11.9, -12.6, -2.7, -3.7, x, 9.2, -11.6
CCCN1CCn2c3c(c4cc(Br)ccc42)CCCC31 (stereo unspecified)
 : -11.8, -16.2, -0.5, x, 0.0, 25.7, -0.8, 0.3, 1.6, -15.1
O=C(N/N=C/c1cccnc1)c1cccc(Cl)c1
 : 3.8, -16.5, i, -11.3, -4.5, -1.0, 1.5, 0.6, x, 4.9
C=CCc1cccc2cc(C(=O)OCC)c(=O)oc12
 : -7.2, 0.5, 0.0, -26.9, 0.1, -6.9, -0.3, x, -23.9, 5.5
O=C(Nc1ccccc1F)C1CCN(C(=O)NCc2ccccc2)CC1
 : 3.0, 16.3, 0.8, 5.5, -10.0, 0.7, -1.5, -0.1, -0.3, -11.6
CC(=O)NC(CC(=O)OCC(=O)N1CCc2ccccc21)c1ccccc1 (stereo unspecified)
 : -1.5, 22.2, 2.6, -5.5, -2.2, -0.7, -5.2, 1.5, -8.3, 12.7
COc1ccc(Cl)cc1N1C(=NC(=O)C2CCCO2)SC2CS(=O)(=O)CC21 (stereo unspecified)
 : 0.4, 12.8, i, 3.9, -7.5, -3.0, -9.1, -0.9, 0.3, 0.6
CCc1ccc(NC(=O)COC(=O)CCc2nc3cc(S(=O)(=O)N(CC)CC)ccc3n2C)cc1
 : 4.2, 12.6, -0.3, -16.8, -6.2, 16.3, 1.9, x, -2.4, 0.9
CC1(c2nnc(-c3ccc(Cl)cc3)o2)CC(c2cccc(Cl)c2)=NO1 (stereo unspecified)
 : -1.3, 19.1, -0.5, 0.3, 10.7, 4.8, x, 1.0, -4.6, 6.7
COc1ccc(N2CCN(C(=O)c3cc(N4C(=O)C5C6CCC(C6)C5C4=O)ccc3Cl)CC2)cc1 (stereo unspecified)
 : 10.8, 21.3, -0.4, -2.8, 2.3, 27.6, 5.3, x, 4.8, 4.5
COc1ccc2c(c1)/C(=N/OC(=O)c1cccs1)CCC2
 : -2.5, 37.4, -0.2, -7.9, -2.9, 8.3, 2.8, 1.3, x, 3.4
CCOc1cc(C(c2c(C)[nH][nH]c2=O)c2c(C)[nH][nH]c2=O)ccc1OS(=O)(=O)c1ccc(C)cc1
 : 0.0, 4.5, i, -7.5, 0.3, 13.3, 0.6, x, 11.3, -8.4
COc1ccc(/C=N/NC(=O)CCN2CCN(c3ccccc3)CC2)c(OC)c1OC
 : 4.5, -21.1, -0.5, 14.2, -13.8, 4.1, 1.3, x, x, -2.0
Fc1ccc(OCCCCN2CCOCC2)cc1
 : 4.5, 3.3, -0.4, 3.5, -6.4, 5.2, -1.0, 1.5, -1.4, 5.5

Three compounds out of the list, arranged by count of non-hydrogen atoms, highest first:
Value order – PrPC TRFRET, DUSP3 inh, Vc quorum ag, Rv3671c protease, CCHF vOTU inh, Y pestis TopoI, SARS 3CLpro inh, TcdB inh, SSB-PriA inh, MazEF act
CCOC(=O)N1CCN(C(=O)C2CCCN(c3ncnc4c3sc3cccc(F)c34)C2)CC1 (stereo unspecified)
 : -2.5, x, -0.4, x, -3.0, 19.8, x, 3.1, -4.2, 6.7
CC(=O)NC(CC(=O)OCC(=O)N1CCc2ccccc21)c1ccccc1 (stereo unspecified)
 : -1.5, 22.2, 2.6, -5.5, -2.2, -0.7, -5.2, 1.5, -8.3, 12.7
O=C(NCC1COc2ccccc2O1)Nc1ccccc1F (stereo unspecified)
 : 13.3, 24.9, -0.2, -4.0, 15.5, -2.1, 2.8, x, -1.2, 3.0

Not all compounds are listed, so the mix of outcomes need not match the whole.
